# APOBEC3G inh: blocks human APOBEC3G single-stranded DNA deamination | Q9HC16 | recombinant A3G, ssDNA deamination FAM/TAMRA fluorescence | inhibition, % at 20 µM | actives 0.28% (n = 330,000) | AID 493012;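 active = inhibition of at least 40% at 20 µM, with no more than 30% in the related APOBEC3A deaminase screen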;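 also: plate controls were DMSO wells with A3G for no effect and wells lacking A3G enzyme for full effect; some compounds called inactive have numbers as strong as hits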
# Target sequence (Q9HC16 whole entry, looked up): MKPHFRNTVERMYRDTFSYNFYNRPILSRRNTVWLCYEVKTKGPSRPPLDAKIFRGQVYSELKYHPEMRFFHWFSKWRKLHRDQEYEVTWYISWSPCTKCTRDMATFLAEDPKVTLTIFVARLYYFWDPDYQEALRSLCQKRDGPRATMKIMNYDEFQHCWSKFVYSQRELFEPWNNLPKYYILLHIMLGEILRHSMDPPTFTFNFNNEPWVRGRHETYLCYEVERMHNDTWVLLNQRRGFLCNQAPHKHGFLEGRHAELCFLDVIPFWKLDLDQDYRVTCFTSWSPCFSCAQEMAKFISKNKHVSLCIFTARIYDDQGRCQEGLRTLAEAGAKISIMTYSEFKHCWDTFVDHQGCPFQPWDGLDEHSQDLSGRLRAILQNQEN
# SENP6 block: inhibitors of human SENP6 protease | AID 2599 | actives 1.8% (n = 330,000) | Recombinant SENP6 catalytic domain, aminoluciferin luminescence | inhibition, % at 10 µM;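 active = inhibition above about 50% at the single tested dose, limit read from the data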;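 also: plate controls were DMSO wells with enzyme for no effect and DMSO wells lacking enzyme for full effect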
# UBC13 polyUb: inhibitors of human UBC13 polyubiquitin chain formation. P61088. TR-FRET. inhibition, % at 20 µM. actives 0.47% (n = 330,000). AID 485273; in the data active = inhibition above about 45%, passing the limit was not always enough
# Target sequence (P61088 whole entry, looked up): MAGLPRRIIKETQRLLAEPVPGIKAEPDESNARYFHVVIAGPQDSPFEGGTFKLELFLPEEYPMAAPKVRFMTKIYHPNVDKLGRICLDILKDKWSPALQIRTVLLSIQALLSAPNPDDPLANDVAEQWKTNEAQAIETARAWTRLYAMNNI
# SENP1 FRET inh: blocks the human SENP1 SUMO protease catalytic domain; recombinant SENP1 catalytic domain, CyPet-SUMO1-YPet FRET cleavage; inhibition, % at 10 µM; actives 0.21% (n = 360,000);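 active = inhibition at least 30% at 10 µM, raw YFP signal under a set limit, fluorescence ratio 0.5 to 1.5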;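 also: 0% = enzyme with DMSO and 100% = no enzyme wells; some results filed as inactive read as strong as hits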
# Target sequence (Q9P0U3 419-644 limits assumed): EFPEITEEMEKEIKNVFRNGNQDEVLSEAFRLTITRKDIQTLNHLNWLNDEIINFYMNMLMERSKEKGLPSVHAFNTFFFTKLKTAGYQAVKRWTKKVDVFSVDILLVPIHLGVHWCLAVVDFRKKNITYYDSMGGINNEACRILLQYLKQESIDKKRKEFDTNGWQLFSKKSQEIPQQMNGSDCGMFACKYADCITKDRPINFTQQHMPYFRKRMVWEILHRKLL
#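 Controls: no-enzyme wells low, DMSO-plus-enzyme wells high control. Test system: human recombinant His6-tagged SENP1 catalytic domain enzyme. Reagent: SFCypet-SUMO1-SFYpet FRET protein substrate, 25 nM final. Doses: one dose per compound, 10 µM, 0.5% DMSO. Detection: FRET, CFP and YFP emission. Timing: 50 min reaction at room temperature.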
# SENP7 inh: inhibitors of human SENP7 protease; actives 1.5% (n = 330,000); inhibition, % at 5 µM; recombinant SENP7, Z-RLRGG-aminoluciferin luminescence, 40 min; Q9BQF6;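 active = inhibition above about 50% at the single test dose, limit read from the data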;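 also: plate controls were DMSO with enzyme for no effect and no enzyme buffer wells for full effect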
# SENP8 block-1: blocks the human protease SENP8; purified SENP8, Z-RLRGG-aminoluciferin cleavage, luminescence; inhibition, % at 10 µM; actives 1.2% (n = 330,000); AID 2540; in the data active = inhibition above about 50%
# Target sequence (Q96LD8 whole entry, looked up): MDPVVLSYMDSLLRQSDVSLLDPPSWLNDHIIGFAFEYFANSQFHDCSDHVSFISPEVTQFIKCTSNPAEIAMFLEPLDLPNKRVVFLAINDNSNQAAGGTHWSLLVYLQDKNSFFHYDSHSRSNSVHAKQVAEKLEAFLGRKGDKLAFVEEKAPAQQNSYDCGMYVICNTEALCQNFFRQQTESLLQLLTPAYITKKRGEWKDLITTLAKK
# Apaf1 inhib: inhibitors of human Apaf-1 apoptosome; AID 489030; reconstituted apoptosome caspase-3 activity, DEVD-Rh110 fluorescence; inhibition, % at 20 µM; actives 0.71% (n = 330,000); active = inhibition of at least 40% at 20 µM;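 also: plate controls were DMSO wells for no effect and DEVD-CHO caspase inhibitor wells for full effect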
#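 Medium: Hepes buffer, pH 7.5 / System: biochemical Apaf-1 apoptosome reconstitution / Measured by: Rh110 fluorescence, excitation 480 nm, emission 540 nm / Times: compound with Apaf-1, dATP, procaspase-3 30 min, then 50 min reaction, room temperature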
# SENP8 block-2: blocks human SENP8 cleavage of Nedd8 substrate | actives 0.64% (n = 360,000) | recombinant SENP8, Nedd8 substrate fluorescence | inhibition, % at 20 µM | AID 602440 | Q96LD8; in the data active = inhibition mostly above about 40%, no sharp cut-off; inactive = mostly below about 27%
# * = called active by the depositor.
cpd	Structure	SENP1 FRET inh	UBC13 polyUb	Apaf1 inhib	SENP8 block-2
1	CCN1C(=O)C(CC(=O)Nc2ccccc2)N(Cc2ccccn2)C1=S (stereo unspecified)	0	20	-24	7
2	C#CCOCCOCCOCCNc1nc(N2CCN(C(=O)[C@H](CCCN=C(N)N)n3cc(C(N)[C@@H](C)CC)nn3)CC2)nc(N2CCN(C(=O)[C@H](CCCCN)n3cc([C@@H](N)[C@H](C)CC)nn3)CC2)n1 (stereo partly specified)	3	95*	50*	15
3	CC(NS(=O)(=O)c1cc2c3c(c1)CCC(=O)N3CCC2)c1ccccc1 (stereo unspecified)	-1	0	6	5
4	CCn1c(/C=C/c2cc(Br)ccc2O)nc2ccccc2c1=O	78*	-5	6	-52
5	COC(C/C=C/[C@H](O)COCc1ccccc1)OC	3	7	5	1
6	Cc1ccc(SCC(=O)NCCC2=CCCCC2)cc1	-11	-1	3	11
7	Cc1coc2c1c(C)cc1oc(=O)c(CC(=O)NCC(=O)O)c(C)c12	-2	3	2	-294
8	CC(=O)Nc1ccc(NC(=O)CSC2=NS(=O)(=O)c3cc(F)ccc3N2)cc1	3	-9	-1	-3
9	Cc1ccc(C2(c3ccccc3)NC(=O)N(CC(=O)N3CC(=O)Nc4ccccc43)C2=O)cc1C (stereo unspecified)	1	10	13	4
10	CCC(C)Nc1cc(C)c(C#N)c2nc3ccccc3n12 (stereo unspecified)	-113	16	2	-290

cpd	SENP8 block-1	SENP6 block	APOBEC3G inh	SENP7 inh
1	-2	-11	-8	3
2	-12	-3	-8	-7
3	6	-16	-6	-3
4	-2	4	-12	4
5	-6	-19	-3	0
6	-1	-24	-13	-4
7	2	0	-1	0
8	6	12	-9	-1
9	4	-15	-4	-2
10	3	9	-7	6

# (cont.)
cpd	Structure	SENP1 FRET inh	UBC13 polyUb	Apaf1 inhib	SENP8 block-2
11	CC(=O)N/C(=C\c1ccccc1)C(=O)OCC(=O)NC(=O)c1ccccc1	0	-4	1	3
12	CNc1ccccc1C(C)(C)c1cc(-c2ccc(F)cc2)no1	4	-11	17	20
13	Cc1ccc(-n2ncc3c2CC(C)(C)CC3NC(=O)c2ccncc2)cc1 (stereo unspecified)	1	6	-5	8
14	Cc1onc(-c2ccccc2Cl)c1C(=O)N(Cc1ccc(N(C)C)cc1)C(C)C	3	-2	1	2
15	COCCN1CC(CNC(=O)c2cc(COc3ccc(C)c(C)c3)on2)CC1=O (stereo unspecified)	1	-1	12	10
16	CCC1C(c2ccccc2)N(C)C(c2ccccc2)CC1(O)c1ccccc1 (stereo unspecified)	1	2	1	14
17	O=C(CN1CCN(Cc2ccc(Cl)cc2)CC1)N/N=C/c1ccncc1	0	4	0	8
18	OC1(c2ccc(OC(F)F)cc2)CSC(=Nc2cccnc2)N1C1CC1 (stereo unspecified)	2	-10	2	18
19	O=C(O)c1ccccc1NC(=S)NC(NC(=O)c1ccccc1[N+](=O)[O-])C(Cl)(Cl)Cl (stereo unspecified)	1	5	2	-78
20	CCOCCCNC(=O)c1cc(Sc2nnc(C)s2)nc2ccccc12	0	-1	-19	-18

cpd	SENP8 block-1	SENP6 block	APOBEC3G inh	SENP7 inh
11	-1	-8	-10	14
12	-4	-21	-1	-1
13	0	-14	-6	-7
14	3	-1	0	12
15	-11	3	0	-8
16	-5	-3	-6	7
17	2	-4	-7	0
18	-6	-3	-1	-7
19	-1	13	-3	14
20	4	1	-6	-1

# (cont.)
cpd	Structure	SENP1 FRET inh	UBC13 polyUb	Apaf1 inhib	SENP8 block-2
21	O=C(NCCCN1CCc2ccccc2C1)C1CCN(c2nnc(-n3cccc3)s2)CC1	-4	32	51*	8
22	O=C(Nc1cccnc1)Nc1ccccn1	1	8	-6	4
23	CCc1ccccc1NC(=S)NCc1ccc2c(c1)OCO2	1	8	-18	10
24	Cc1cc(N2CCN(C)CC2)nc2ccc(NC(=S)NCCN3CCc4ccccc4C3)cc12	-16	16	0	-335
25	CCOC(=O)c1ccc(N=C2SC(C(=O)NC)CC(=O)N2CCc2ccccc2)cc1 (stereo unspecified)	1	3	1	15
26	COc1ccc2c(C)c(CC(=O)N3CCN(C(=O)C4COc5ccccc5O4)CC3)c(=O)oc2c1 (stereo unspecified)	-3	4	-4	-330
27	CNS(=O)(=O)c1ccc(C)cc1	0	4	-3	15
28	Cc1cccc(NC(=O)COc2ccccc2C)n1	2	-5	2	5
29	O=C(CCC(=O)c1cccs1)OCC(=O)c1ccccc1F	2	-5	1	-5
30	COc1ccc(N(CC(=O)Nc2ccccc2OC)S(=O)(=O)c2ccccc2)cc1Cl	0	1	14	7

cpd	SENP8 block-1	SENP6 block	APOBEC3G inh	SENP7 inh
21	-5	-12	2	-7
22	-5	-14	-2	-1
23	6	3	-7	7
24	-4	-6	-2	-8
25	0	-7	-2	-7
26	5	6	-2	5
27	2	-5	-7	7
28	-9	37	-2	17
29	-10	1	-4	2
30	1	-7	-3	0

# Next records.
cpd	Structure	SENP1 FRET inh	UBC13 polyUb	Apaf1 inhib	SENP8 block-2
31	COc1cc(OC)cc(C(=O)Nc2ccc(-n3cnnn3)c(C)c2)c1	1	5	-21	12
32	Cc1onc(C(=O)Nc2ccc3c(c2)OCO3)c1[N+](=O)[O-]	0	-6	-6	8
33	Cc1nn(Cc2c(Cl)cccc2Cl)c(Cl)c1/C=N/NC(=O)c1cccnc1	-1	-2	1	12
34	O=C(CN1CCN(C(C(=O)Nc2ccc(Cl)cc2C(F)(F)F)c2ccccc2)CC1)NC1CC1 (stereo unspecified)	-2	10	0	2
35	N#CC1=C(N)N2C(=C(C#N)C13CCN(Cc1ccccc1)CC3)Nc1ccccc12	-89	-10	1	-325
36	O=C(NCc1ccc(F)cc1)c1cc(S(=O)(=O)N2CCOCC2)ccc1F	-1	-5	-7	11
37	O=C(Nc1ccccc1)N1CCSc2cc(Cl)ccc21	-4	8	9	19
38	CCOC(=O)NN1C(=O)c2ccccc2NC1c1ccccc1O (stereo unspecified)	-6	8	16	-488
39	COc1ccc(OCc2nnc(SCC(=O)NCC3CCCO3)n2N)cc1 (stereo unspecified)	2	-2	-10	13
40	CCOc1cc(CNCc2ccccn2)cc(Cl)c1OCC	0	11	-11	16

cpd	SENP8 block-1	SENP6 block	APOBEC3G inh	SENP7 inh
31	92*	94*	-7	1
32	-9	1	0	9
33	-3	3	0	0
34	-8	2	-7	15
35	-11	-7	-5	-5
36	9	-13	-4	5
37	-3	14	-1	5
38	-17	-7	-12	-8
39	0	2	26	2
40	-2	-19	-8	-4

# (cont.)
cpd	Structure	SENP1 FRET inh	UBC13 polyUb	Apaf1 inhib	SENP8 block-2
41	COC(=O)c1ccc(CSc2nnc(N)s2)cc1	2	-2	-4	21
42	COc1cc(C(=O)NNC(=O)c2cc(S(=O)(=O)N(C)C)ccc2N2CCCC2)cc(OC)c1OC	2	0	4	-4
43	CC1CCCCC1NC(=O)CCS(=O)(=O)c1ccc2c(c1)NC(=O)CS2 (stereo unspecified)	-2	6	-4	2
44	O=C(CC1SC(N2CCCC2)=NC1=O)Nc1ccc(C(=O)NCCOc2ccccc2F)cc1 (stereo unspecified)	2	-3	-17	1
45	Cc1ccc(C)c(CN2C(=O)COc3ccccc32)c1	0	-1	7	14
46	O=C(COC(=O)CCC(=O)N1CCOCC1)Nc1ccc(Br)cc1Br	1	7	1	9
47	CN(CCOc1ccccc1)C(=S)Nc1ccc(OC(F)F)cc1	11	-4	0	13
48	Cc1ccc(C)c(OCCC(=O)OCC(=O)N(C)c2c(N)n(Cc3ccccc3)c(=O)[nH]c2=O)c1	-1	4	11	9
49	O=C(COC(=O)c1n[nH]c(=O)c2ccccc12)c1ccc(Cl)cc1	2	-3	12	15
50	Cc1noc(NS(=O)(=O)c2ccc(N/C=C\C(=O)c3ccc(F)cc3)cc2)c1C	-18	-19	-111	-36

cpd	SENP8 block-1	SENP6 block	APOBEC3G inh	SENP7 inh
41	-9	-35	-1	-4
42	-5	2	-3	6
43	4	9	-6	8
44	-7	-25	-7	-11
45	-1	2	-3	-8
46	-3	11	9	0
47	-6	-27	-3	-3
48	0	0	-12	-1
49	-4	10	-6	-5
50	5	-5	-2	-2

# Additional results:
cpd	Structure	SENP1 FRET inh	UBC13 polyUb	Apaf1 inhib	SENP8 block-2
51	CS(=O)(=O)Nc1ccc(C2=NN(C(=O)c3ccco3)C(c3ccccc3)C2)cc1 (stereo unspecified)	-5	19	11	-76
52	COc1ccc(NC(=O)c2cc(-c3ccccc3)nc3c2cnn3C(C)C)c(OC)c1	2	-11	15	-227
53	Cc1ccc(S(=O)(=O)N2CCC(C(=O)NCC(C)(C)N3CCOCC3)CC2)c(C)c1	1	-5	1	-5
54	COc1cc2c(cc1OC)CN(c1nc(CN3CCCCC3)nc3sc4c(c13)CCCC4)CC2	-9	15	35	16
55	CCCn1c(=O)c2ccccc2n2c(SCCNCCO)nnc12	1	36	19	16
56	O=C1CC(c2ccc(S(=O)(=O)NC3CC3)cc2)CN1 (stereo unspecified)	1	0	-11	9
57	CC(=O)c1ccc(-n2nncc2C)cc1	4	3	1	8
58	Cc1cc(/C=c2/sc3nc4ccccc4n3c2=O)c(C)n1-c1ccccn1	-22	-5	0	-80
59	COc1ccc(NS(=O)(=O)c2ccc(C)c(C(=O)N3CCCCCCC3)c2)cc1	1	-2	16	7
60	O=C(NC1CCCC1)C(c1cccs1)N(C(=O)c1csnn1)c1ccccc1F (stereo unspecified)	2	6	7	11
61	CCN1C(=O)CC(Sc2ccccc2C(=O)O)C1=O (stereo unspecified)	3	-9	3	19
62	CC1CCN(C(=O)c2ccc3c(c2)OCCO3)CC1	1	10	-1	28
63	O=C(O)Cn1cc(C(=O)c2cccs2)c2ccccc21	2	33	-22	4

cpd	SENP8 block-1	SENP6 block	APOBEC3G inh	SENP7 inh
51	-7	1	-5	-4
52	-7	-3	-9	-5
53	-3	6	-4	7
54	-17	-5	-5	2
55	6	12	-9	-3
56	3	-10	-1	5
57	-3	4	-2	7
58	91*	79*	-4	6
59	-10	-16	-3	-10
60	5	-12	-9	-1
61	-5	0	3	10
62	-1	-2	1	2
63	1	3	-8	2

# An excerpt of these results, with two lines to a compound.
# Under each structure: SENP1 FRET inh, UBC13 polyUb, Apaf1 inhib, SENP8 block-2, SENP8 block-1, SENP6 block, APOBEC3G inh, SENP7 inh
57: CC(=O)c1ccc(-n2nncc2C)cc1
    4, 3, 1, 8, -3, 4, -2, 7
58: Cc1cc(/C=c2/sc3nc4ccccc4n3c2=O)c(C)n1-c1ccccn1
    -22, -5, 0, -80, 91*, 79*, -4, 6
59: COc1ccc(NS(=O)(=O)c2ccc(C)c(C(=O)N3CCCCCCC3)c2)cc1
    1, -2, 16, 7, -10, -16, -3, -10
60: O=C(NC1CCCC1)C(c1cccs1)N(C(=O)c1csnn1)c1ccccc1F (stereo unspecified)
    2, 6, 7, 11, 5, -12, -9, -1
61: CCN1C(=O)CC(Sc2ccccc2C(=O)O)C1=O (stereo unspecified)
    3, -9, 3, 19, -5, 0, 3, 10
62: CC1CCN(C(=O)c2ccc3c(c2)OCCO3)CC1
    1, 10, -1, 28, -1, -2, 1, 2

# Bioassay records as filed in PubChem BioAssay.

# Rows are unselected; any-hit rate near 3.6%.
